PREPL inhibitor – PREPL enzyme inhibitors, primary screen, biochemical, fluorescence polarization | Prolyl endopeptidase-like (Homo sapiens), Q4J6C6 | recombinant PREPL, fluorescence polarization activity-based probe | inhibition, % at 5.96 µM | hit rate 0.68% among 320,000 | AID 2751, 2010; in the data active = inhibition above about 43%;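 note: 0% = enzyme with DMSO and 100% = wells lacking enzyme; many of its hits are not listed in these tables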
CTSL1 counter – Fasciola hepatica cathepsin L1 inhibitors, primary screen, counter-screen for PFM18AAP inhibitor project, biochemical, QFRET, fluorogenic peptide substrate | inhibition, % at 5.96 µM | recombinant F. hepatica cathepsin L1, Z-Leu-Arg-MCA fluorescence | hit rate 0.49% among 300,000;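 active = inhibition above the mean of all tested compounds plus 3 SD, set per screening campaign, cut at about 17% in these data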;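 note: 0% = plate median of test compound wells and 100% = 1 µM Z-Phe-Ala-diazomethylketone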
TPT1 inh – Candida albicans TPT1 enzyme inhibitors, primary screen, biochemical, fluorescence polarization; inhibition, % at 5 µM; tRNA 2'-phosphotransferase TPT1 (Candida albicans SC5314); recombinant caTPT1, FP RNA substrate dephosphorylation; AID 1962, 2009; hit rate 0.81% among 300,000;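 active = inhibition above the mean of all tested compounds plus 3 SD, set per screening campaign, cut at about 24% in these data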;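 note: plate controls were DMSO alone for no effect and ferristatin control at 100 nM for full effect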
Efflux pump inh – inhibitors of Candida efflux pumps in yeast, primary screen, S. cerevisiae, Nile Red, multiplex; S. cerevisiae Candida pump triplex; inhibition, % at 10 µM; hit rate 0.44% among 330,000; AID 485275, 2010;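 active = plate passing quality check with inhibition over a set limit, or well fluorescence over plate mean plus 4 SD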;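 note: Nile Red retained in pooled yeast measured as flow cytometry median fluorescence; 0% = buffer negative control and 100% = Enniatin B positive control; higher means more Nile Red kept so more efflux inhibition; some compounds called inactive have numbers as strong as hits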
LYPLA2 inh – LYPLA2 inhibitors, primary screen, counter-screen for PME1 inhibitor project, biochemical, fluorescence polarization, FP-Rh probe ABPP; Acyl-protein thioesterase 2 (Homo sapiens), O95372; recombinant LYPLA2; inhibition, % at 5.9 µM; hit rate 0.38% among 320,000; AID 2177, 2009;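 active = inhibition above the screen-wide mean plus 3 SD, limit set per campaign, cut at about 26% in these data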;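 note: 0% = LYPLA2 with DMSO and 100% = wells lacking LYPLA2 enzyme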
Target sequence (O95372 whole entry, looked up): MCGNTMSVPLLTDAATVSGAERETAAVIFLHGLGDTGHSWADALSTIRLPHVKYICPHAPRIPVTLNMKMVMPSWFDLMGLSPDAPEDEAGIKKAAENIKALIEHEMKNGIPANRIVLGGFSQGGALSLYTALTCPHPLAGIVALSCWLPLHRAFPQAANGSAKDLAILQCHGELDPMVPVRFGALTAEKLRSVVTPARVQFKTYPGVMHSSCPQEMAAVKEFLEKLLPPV
PP5 inh – PP5 phosphatase inhibitors, primary screen, biochemical, fluorescence; hit rate 0.18% among 320,000; Serine/threonine-protein phosphatase 5 (Homo sapiens), P53041; inhibition, % at 6.7 µM; AID 1987, 2009; purified PP5c, OMFP substrate fluorescence;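 active = inhibition above the campaign's mean inhibition across all tested compounds plus 3 SD, cut at about 9.5% in these data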;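 note: 0% = DMSO only and 100% = 100 µM cantharidin control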
GASC-1 inh – inhibitors of GASC-1 histone demethylase, primary screen, biochemical, fluorescence, DELFIA europium; inhibition, % at 2.35 µM; AID 2099, 2009; GST-JMJD2C(1-420) H3K9me3 demethylation; Lysine-specific demethylase 4C (Homo sapiens), Q9H3R0; hit rate 0.069% among 330,000;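 active = more than half of a compound's replicate wells show inhibition beyond 50%, single wells judged on their own value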;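 note: signal counts dimethyl H3K9 product captured on neutravidin plate; 0% = median of DMSO wells and 100% = 0.3 times that DMSO median; strong numbers were not always called active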
Target sequence (Q9H3R0 1-420 limits assumed): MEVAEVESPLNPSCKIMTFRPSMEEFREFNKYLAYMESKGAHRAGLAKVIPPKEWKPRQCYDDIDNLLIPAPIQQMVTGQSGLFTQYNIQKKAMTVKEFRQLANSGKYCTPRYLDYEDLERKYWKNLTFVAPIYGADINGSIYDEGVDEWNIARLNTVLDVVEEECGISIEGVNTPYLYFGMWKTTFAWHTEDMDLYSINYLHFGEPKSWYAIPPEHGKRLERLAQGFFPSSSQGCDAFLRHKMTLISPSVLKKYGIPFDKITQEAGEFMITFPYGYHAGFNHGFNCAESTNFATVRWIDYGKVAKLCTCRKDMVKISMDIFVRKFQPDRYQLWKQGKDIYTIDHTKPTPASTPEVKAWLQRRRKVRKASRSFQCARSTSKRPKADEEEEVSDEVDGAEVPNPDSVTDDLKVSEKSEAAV
core dimer inh – inhibitors of HCV core protein dimerization, primary screen, biochemical, TR-FRET, high-throughput | TR-FRET GST/Flag-core106 dimerization, 1536-well | hit rate 0.33% among 300,000 | inhibition, % at 5 µM;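 active = inhibition above the mean of all tested compounds plus 3 SD, set per screening campaign, cut at about 45% in these data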
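test system = GST/Flag-tagged HCV core106 proteins | probe or stimulus = Eu donor and XL665 acceptor anti-tag antibodies | times = compound-protein-antibody incubation 4 h at 22.5 °C | signal = TR-FRET, excitation 340 nm, emission 617 and 671 nm | measure = percent inhibition of core106 dimerization signal | controls = wells lacking GST-core106 and wells with excess unlabelled core106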
PP1 inh – PP1-alpha phosphatase inhibitors, primary screen, counter-screen for PP5 inhibitor project, biochemical, fluorescence, OMFP substrate, single point | Serine/threonine-protein phosphatase PP1-alpha catalytic subunit (Homo sapiens), P62136 | AID 2235, 2010 | hit rate 0.9% among 320,000 | purified PP1alpha | inhibition, % at 6.7 µM;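 active = inhibition above the mean inhibition of all tested compounds plus 3 SD, computed separately for each screening campaign, cut at about 15% in these data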
Target sequence (P62136 whole entry, looked up): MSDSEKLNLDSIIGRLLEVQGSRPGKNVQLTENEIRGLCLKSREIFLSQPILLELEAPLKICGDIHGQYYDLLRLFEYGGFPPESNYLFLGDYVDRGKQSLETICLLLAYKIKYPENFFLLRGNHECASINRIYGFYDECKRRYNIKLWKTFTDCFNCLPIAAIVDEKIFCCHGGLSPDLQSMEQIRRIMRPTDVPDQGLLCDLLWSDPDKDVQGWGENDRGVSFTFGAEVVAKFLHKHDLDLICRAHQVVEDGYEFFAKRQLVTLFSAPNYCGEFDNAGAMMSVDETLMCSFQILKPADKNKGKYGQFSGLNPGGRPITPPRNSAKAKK
* hit, by the source's call; / = no result given; & = joins results of further samples.

SMILES	TPT1 inh	CTSL1 counter	PREPL inhibitor	core dimer inh	GASC-1 inh	LYPLA2 inh	PP5 inh	Efflux pump inh	PP1 inh
O=C1C2CCCN2C(c2ccccc2F)N1c1cccc(Cl)c1 (configuration not stated)	-3	-22	0	-2	0	0	-1.2	0.1	-1
COc1ccccc1CNC(=O)c1cnn2c(C(F)F)cc(C)nc12	-3	2	-1	2	6	1	-1.7	-0.1	3
COc1ccc(/C=C/C(=O)NCCc2c[nH]c3ccccc23)cc1OC	-2	-4	5	-6	10	-1	3.5	0.2	-2
COC(=O)c1ccc(/C=N/Nc2nc(-c3ccccc3)cs2)cc1	-2	-1	-2	26	3	4	0.2	0.2	-2
O=C(NCCN1CCOCC1)c1c(O)nc2ccccn2c1=O	4	0	7	-3	7	0	1.0	0.0	-3
COC(=O)c1c(C(=O)OC)c(-c2ccc(Cl)c(Cl)c2)n2c1CCC2	3	5	10	5	1	-4	8.7	0.3	5
CCCCC(NC(=O)c1ccc(Cl)cc1)C(=O)O (configuration not stated)	-4	3	-1	1	-2	4	0.0	0.0	2
Cn1c(SCC(=O)NC2CCCC2)nnc1-c1ccc(S(=O)(=O)N2CCOCC2)cc1	-4	-3	9	-3	-5&-5	6	1.4	-0.1	1
COc1ccc(CNc2nc(SCC(=O)NCc3ccco3)nc3ccccc23)cc1	-1	-1	0	-4	-25	-2	-0.1	0.1	-1
CN(C)C(=O)c1cc([N+](=O)[O-])ccc1O	0	1	-1	-5	-1	3	-0.2	-0.1	-1
CCOC(=O)c1c(NC(=O)CSc2nccn2C)sc(C(=O)NC)c1C	1	2	1	2	-24	0	0.7	0.1	-4
Cc1oc2ccccc2c1-c1cn2c(n1)SCC2	4	-7	5	-3	0	-1	1.0	-0.1	0
Fc1ccccc1CNc1ccc(Cl)cc1	0	-1	-29	1	6	-5	3.7	0.0	6
S=C(NCCCN1CCOCC1)N1CCN(c2ccccc2)CC1	-1	0	24	-3	-5	1	-0.8	0.3	-6
Cc1cccc(N(C(=O)CCC(=O)Nc2cc(C)on2)C(C(=O)NC2CCCC2)c2ccc(C)o2)c1 (configuration not stated)	-2	2	5	3	-8	-3	3.7	0.1	0
O=C(c1cc(=O)c2ccccc2o1)N(Cc1ccccc1)C1CCS(=O)(=O)C1 (configuration not stated)	1	1	6	-2	-14	-3	1.5	0.0	0
CC(C)CC(c1nnnn1CC1CCCO1)N1CCN(Cc2ccc3c(c2)OCO3)CC1 (configuration not stated)	3	5	-4	-9	13	-3	1.2	-0.1	4
COc1ccc(NC(=O)CCS(=O)(=O)c2cccc3nonc23)cc1Cl	-4	1	-2	3	0	4	1.4	-0.1	-6
COc1ccc(NC(=O)c2c(C)cc(=O)oc2C)c(OC)c1	-3	-1	0	-3	4	0	-1.3	-0.2	36*
CC(NC(=O)C1CCC(C)(C(=O)O)C1(C)C)c1ccccc1 (configuration not stated)	-5	-5	3	-13	2	6	-0.1	0.1	2
COc1ccccc1CNS(=O)(=O)CCNC(=O)c1ccccc1	-5	-2	-10	-2	37	0	1.1	-0.1	-6
CNC(=O)COC(=O)c1ccc(Cl)c(S(N)(=O)=O)c1	-3	-3	7	-3	-1	1	-1.0	0.0	-3
O=C(OCc1ccc(Cl)c(Cl)c1)c1ccccn1	2	0	9	1	-6	0	-1.9	0.0	-2
O=CNc1ccccc1	/	/	3	/	8	0	0.5	0.0	-4
CCCN(C(=O)COC(=O)CCOc1ccc(C)cc1)c1c(N)n(Cc2ccccc2)c(=O)[nH]c1=O	3	-29	-4	3	-5	-2	-2.1	0.1	-3
O=C(NCCN1CCN(c2ccccc2)CC1)C1(S(=O)(=O)c2ccc(Cl)cc2)CC1	-3	1	17	-6	/	-4	-0.1	0.0	1
CC(=O)Nc1ccc(Nc2cc(C)nc3c(-c4ccccc4)c(C)nn23)cc1	3	1	4	2	1	0	5.6	0.0	-1
COc1ccc(C)cc1C(=O)CCC(=O)NC1CCCCC1	-2	0	2	10	7	2	-1.4	0.0	-2
COC(=O)C1=C(C(=O)OC)[C@@H]2N(Cc3ccccc3)c3ccccc3[C@@]23C[C@@H](C(=O)OC)N(C(=O)COCc2ccccc2)C3=N1	1	-21	13	27	-15	-1	0.7	0.1	1
Cc1cccc(CN2CCC(CNC(=O)CSc3cc(=O)n(C)c4cc(Cl)ccc34)CC2)c1	-1	-2	-4	-2	0	-4	1.4	0.0	-2

(more compounds)
SMILES	TPT1 inh	CTSL1 counter	PREPL inhibitor	core dimer inh	GASC-1 inh	LYPLA2 inh	PP5 inh	Efflux pump inh	PP1 inh
CCC(Sc1nnc(-c2ccc(C)c(Cl)c2)n1CC)C(=O)Nc1nccs1 (configuration not stated)	-3	7	14	3	1	7	0.8	0.0	4
Cc1cccc(C)c1NC(=O)CCCSc1nnc(-c2ccc(F)cc2)n1-c1ccccc1	1	0	-2	17	-2	-1	0.7	-0.1	5
COc1cccc(C(=O)OCC(=O)NCCCc2ccccc2)c1	2	1	-4	9	-12	7	-2.1	0.0	-2
CCOC(=O)c1cc(-c2cccc([N+](=O)[O-])c2)n[nH]1	3	-3	13	-2	-7	-4	0.6	0.2	-4
O=C(c1ccc(Cl)cc1)N1CCC(O)(CSc2ccccc2)CC1	2	1	3	2	15	1	0.2	0.2	0
CC(C)(C)OC(=O)N[C@@H](Cc1ccccc1)C(=O)N[C@@H](CO)[C@H](O)[C@@H]1C[C@@H]1C(=O)N1CCCC1	-3	2	5	-9	10	3	6.1	0.4	4
CCCOC(=O)NC(CC)COC(=O)Nc1cccc(C)c1C (configuration not stated)	3	3	17	-1	-4	5	1.3	0.2	-2
Cc1cc[n+](-c2nc3ccccc3nc2C(=C=[N-])C#N)cc1	20	4	19	18	-1	-4	3.1	-0.2	-1
CCOC(=O)C1(Cc2cccc(F)c2)CCN(Cc2cnn(CC)c2C)CC1	-1	0	-3	-4	6	4	-1.8	0.0	-2
CCOc1ccc(-c2c(C(=O)N/N=C/c3ccccc3)nnn2-c2nonc2N)cc1	-4	0	3	3	2	-4	0.9	0.2	0
CCNC(=S)N/N=C(\C)c1ccc2ccccc2c1	0	8	-28	3	2	3	-0.1	-0.1	1
Cc1ccc(-n2nnnc2SCC(=O)N2Cc3ccccc3CC2C(=O)O)cc1 (configuration not stated)	2	2	-5	1	4	3	-3.6	0.0	0
CCN(CC)C(=O)Oc1ccc2oc(=O)cc(-c3cc4cccc(OC)c4o3)c2c1	-1	5	-7	12	-3	-14	2.0	0.0	8
CNC(=O)C(=O)NCC1CCCN1S(=O)(=O)c1cccs1 (configuration not stated)	6	6	-5	2	114	-2	0.6	-0.1	-2
Cc1ccc(/C=N\NC(=O)c2ccc(Cn3cc(Br)c([N+](=O)[O-])n3)o2)o1	1	7	3	8	-1	-7	1.8	0.1	-4
O=C(c1ccc(CS(=O)(=O)c2ccc(Br)cc2)o1)N1CCN(c2ncccn2)CC1	2	2	4	0	5	-1	-1.3	-0.1	-6
C=CCN1CCCC1CNC(=O)c1cc2[nH]nnc2cc1OC (configuration not stated)	-3	-2	10	-1	/	5	-1.4	-0.1	1
O=C(CSc1nnc(C2COc3ccccc3O2)o1)N1CCCC1 (configuration not stated)	0	-5	-21	0	-10	-3	3.8	0.0	-1
C=CCN(CC=C)Cc1c(O)ccc2c1oc(=O)c1ccccc12	3	-3	14	4	79*	2	0.7	0.2	1
CCCCCCCCN1[C@@H](CC(=O)OCC)c2cc(C(F)(F)F)ccc2S1(=O)=O	-3	5	4	3	2	1	4.5	-0.1	4
COc1ccc(CNC(=O)CN(Cc2ccc(Cl)cc2)S(C)(=O)=O)cc1	-4	-6	7	-12	2	-5	2.2	-0.2	2
COCCNC(=S)Nc1cc(OC)c(NC(=O)c2ccco2)cc1OC	-5	1	4	0	-3	3	-1.3	-0.1	-7
COc1ccccc1-c1cc(C(F)(F)F)nc(N2CCOCC2)n1	0	4	2	5	4	-3	5.8	0.1	0
COc1ccc(-c2nnc3ccc(SCC(=O)N4CCCCC4)nn23)cc1OC	0	2	6	15	5	-2	-2.4	-0.2	0
O=C(CC1CCCC1)NNC(=O)c1ccc(F)cc1	-1	0	-7	-5	-2	-5	-1.3	0.0	-4
COc1ccc(NC(=O)C(=O)NNC(=O)C(C)Oc2ccc(Cl)cc2Cl)cc1 (configuration not stated)	-3	0	-7	5	-23	-3	2.6	0.0	4
Cc1cc(NS(=O)(=O)c2ccc(Br)s2)no1	1	-3	13	0	5	-1	-0.8	0.2	-2
Cn1c(CNC(=O)c2ccccc2F)nnc1SCc1nc2ccccc2c(=O)[nH]1	-2	-7	-7	3	-3	-2	3.4	0.6	0
N/C(=N\OC(=O)Cc1ccc(Cl)cc1)c1ccncc1	2	-5	3	0	0	-1	0.9	0.1	-4
O=C(Cn1nnc2ccccc21)NCc1ccccc1	-1	0	3	-4	7	4	2.7	0.0	-4

(cont.)
SMILES	TPT1 inh	CTSL1 counter	PREPL inhibitor	core dimer inh	GASC-1 inh	LYPLA2 inh	PP5 inh	Efflux pump inh	PP1 inh
O=C(CNS(=O)(=O)c1ccccc1)N/N=C/c1ccc(O)cc1	0	2	1	4	1	-3	-1.0	-0.2	0
CCCN1CC=C2C(C#N)=C(N)C(C#N)(C#N)C(c3cccc(OC)c3OC)C2C1 (configuration not stated)	-27	-2	14	-3	-2	7	0.6	-0.1	0
CC(=O)c1c(C(C)=O)c(C)n(NC(=O)c2ccc(Cl)cc2)c1C	3	0	4	-2	5	0	0.8	0.1	6
Cc1cc(C)nc(NNC2=CC(=[N+]3CCCCC3)CC(C)(C)C2)n1	-1	3	25	3	0	2	1.1	0.1	-1
CCN(CC)CCN(C(=O)c1cc(Cl)sc1Cl)c1nc2cc3c(cc2s1)OCO3	-3	0	10	-5	-2	-3	1.8	-0.2	0
COc1cc(NC(=O)N[C@@H](CCSC)C(=O)O)cc(OC)c1	0	3	17	-3	8	-2	-3.2	-0.2	-2
Clc1ccccc1OCCCCn1ccnc1	2	3	6	0	-5	-11	1.3	0.5	0
O=C(COC(=O)C12CC3CC(CC(C3)C1)C2)N1CCN(S(=O)(=O)c2ccccc2)CC1	-1	1	0	13	-5	2	3.7	-0.1	1
CCc1c(C)nc2cc(-c3cc(OC)cc(OC)c3)nn2c1N1CCCC1	1	0	28	-3	20	-6	3.8	0.3	-2
COc1ccc2c(c1)c(CC(=O)O)c(C)n2C(=O)c1ccc(Cl)cc1	1	4	-10	0	12&0	-1	0.2	0.1	-1
CCOC(=O)C1CCN(C(=O)CCCOc2ccccc2)CC1	0	-2	11	-2	-4	6	0.8	0.0	-5

A portion of the library; count on the stated rates, not on these rows.
